T cell HTS – T cell immune modulation candidate; 330,000 compounds, 0.068% hits; calls only at 7 µM; 2C CD8+ T cell-vesicle binding, flow cytometry; active compounds read low;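 active means response, share of CD8 T cells binding vesicles, and their 90th percentile fluorescence all below set limits, cut at about 80% in these data, passing the limit was not always enough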
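incubation = binding step 1.5 h, 37 °C, antibody labelling 20 min, ice | test system = 2C mouse CD8+ T cells | read-out basis = percent CD8+ FL2 mean versus row control | controls = Peptide-free naked vesicles (low) and QL9 vesicles with 0.7% DMSO vehicle (high) | detection = flow cytometry of vesicle-bound cells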
Myeloid diff MLP – myeloid differentiation induction; ER-HoxA9 myeloid progenitors, lysozyme-GFP differentiation, flow cytometry; calls only at 10 µM; 360,000 compounds, 1% hits; AID 624256;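 active means normalized GFP-positive differentiation at or above the plate's own cutoff, the solvent-only control mean plus 3 SD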;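 further: cells exposed to compound for four days before flow analysis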
T cell HTS vesicle-bound % – recorded beside T cell HTS, whose call it bears; double positive events, %; measured here: CD8+ vesicle-bound cell fraction;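 binding gate set so that unloaded-vesicle control wells show 10% double positive cells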
Myeloid diff MLP GFP+ MAC1+ % – also measured in Myeloid diff MLP; calls as there; GFP+ MAC1+ double positive, %; measured here: differentiation confirmed by MAC1 staining
* marks the source's active call; other numbers are inactive results; i = inactive.

Start of the data: the first 7 entries, ahead of the listing:
SMILES,T cell HTS,T cell HTS vesicle-bound %,Myeloid diff MLP,Myeloid diff MLP GFP+ MAC1+ %
O=c1c(Oc2ccccc2)coc2cc(O)cc(O)c12,i,12.8,i,1.4
CCCc1cc(=O)[nH]c(SCC(=O)c2cc(C)n(CC3CCCO3)c2C)n1 (centres undefined),i,44.1,i,0.4
CSCCC(NC(=O)COc1ccccc1)C(=O)N1CCCCCC1 (centres undefined),i,46.2,i,0.4
CC(=O)N(C)Cc1ccc(C(=O)CSc2nnc(C3CC3)n2C2CC2)cc1,i,40.6,i,0.3
CCN(CC(=O)NCc1cccs1)C(=O)/C=C/c1cccc(Cl)c1Cl,i,55.7,i,0.8
NC(=O)c1ccc(NC(=O)CSC(=O)c2ccccc2)cc1,i,48.9,i,0.3
C=C(C)C(O)CC/C(C)=C/Cc1c(O)ccc(C(=O)/C=C/c2ccc(O)cc2)c1O (centres undefined),i,15.8,i,5.3

Results, repeating the preview:
SMILES,T cell HTS,T cell HTS vesicle-bound %,Myeloid diff MLP,Myeloid diff MLP GFP+ MAC1+ %
O=c1c(Oc2ccccc2)coc2cc(O)cc(O)c12,i,12.8,i,1.4
CCCc1cc(=O)[nH]c(SCC(=O)c2cc(C)n(CC3CCCO3)c2C)n1 (centres undefined),i,44.1,i,0.4
CSCCC(NC(=O)COc1ccccc1)C(=O)N1CCCCCC1 (centres undefined),i,46.2,i,0.4
CC(=O)N(C)Cc1ccc(C(=O)CSc2nnc(C3CC3)n2C2CC2)cc1,i,40.6,i,0.3
CCN(CC(=O)NCc1cccs1)C(=O)/C=C/c1cccc(Cl)c1Cl,i,55.7,i,0.8
NC(=O)c1ccc(NC(=O)CSC(=O)c2ccccc2)cc1,i,48.9,i,0.3
C=C(C)C(O)CC/C(C)=C/Cc1c(O)ccc(C(=O)/C=C/c2ccc(O)cc2)c1O (centres undefined),i,15.8,i,5.3
O=C(/C=C/c1ccc(OC(F)F)cc1)OCC(=O)N1CCc2ccccc21,i,26.8,i,1.0
CC1Cc2ccccc2N1C(=O)COC(=O)c1ccccc1NCCO (centres undefined),i,20.3,i,0.7
Cc1cccc(NC(=O)c2cccc(S(=O)(=O)NCc3ccccc3)c2)n1,i,47.0,i,2.0
COCCNc1nnc(SCC(=O)N(C)c2c(N)n(Cc3ccccc3)c(=O)[nH]c2=O)s1,i,53.7,i,1.6
O=C(COc1ccc(Br)cc1)NNC(=O)c1ccc(-n2cncn2)c([N+](=O)[O-])c1,i,42.5,i,1.0
O=C(NCCc1ccccc1)c1ccc2c(c1)S(=O)(=O)c1ccccc1C2=O,i,17.2,i,1.4
COCCN(Cc1nnc(-c2cccs2)o1)C(=O)c1cccc(S(=O)(=O)N2CCOCC2)c1,i,64.7,i,1.3
CCc1ccc(N2CC(C(=O)Nc3ccc(S(=O)(=O)N4CCOCC4)cc3)CC2=O)cc1 (centres undefined),i,7.1,i,0.9
COc1ccc(S(=O)(=O)N2CCNCC2)cc1,i,31.8,i,0.4

Look-ups from the entries so far.
Value of Cc1cccc(NC(=O)c2cccc(S(=O)(=O)NCc3ccccc3)c2)n1 in T cell HTS vesicle-bound %: 47.0
Value of O=C(NCCc1ccccc1)c1ccc2c(c1)S(=O)(=O)c1ccccc1C2=O in Myeloid diff MLP GFP+ MAC1+ %: 1.4

(further entries)
SMILES,T cell HTS,T cell HTS vesicle-bound %,Myeloid diff MLP,Myeloid diff MLP GFP+ MAC1+ %
Cc1ccc(C2CC2/C(=N/O)c2ccc(F)cc2)cc1 (centres undefined),i,38.0,i,0.3
O=C(CCc1nc(-c2ccc(F)cc2)no1)Nc1cccc(C(=O)NC2CC2)c1,i,46.7,i,0.7
O=C(CCl)Nc1sccc1C(=O)c1ccccc1,i,44.3,i,0.4
CCN(CC)S(=O)(=O)c1ccc(/C=C/C(=O)OCC(=O)NCc2cccs2)cc1,i,36.6,i,0.2
Cc1cccc(NC(=O)COC(=O)CSc2ccccc2)c1C,i,45.0,i,0.6
COc1ccc(N2CCN(S(=O)(=O)CCNC(=O)COc3ccccc3C)CC2)cc1,i,53.4,i,1.3
COc1cc(OC)cc(C(=O)NNC(=O)CN2C(=O)NC3(CCCC3)C2=O)c1,i,4.1,i,0.9
COc1ccc(Cl)cc1C(=O)NNC(=O)c1n[nH]c2ccccc12,i,42.1,i,0.8
CSc1ncccc1C(=O)OCC(=O)NC12CC3CC(CC(C3)C1)C2,i,51.1,i,0.3
COc1ccccc1NS(=O)(=O)c1ccc(C(=O)NCC2(N(C)C)CCCCC2)cc1,i,51.1,i,0.3
COCCNC(=O)c1cc(-c2ccccc2)nn1CC1CC(c2cccnc2)=NO1 (centres undefined),i,56.1,i,1.8
O=c1cc(-c2ccccc2)nc2cc(-c3ccc(F)cc3)[nH]n12,i,34.6,i,1.1
CN(C)C(CNC(=O)CCNC(=O)c1ccc(Cl)cc1)c1ccco1 (centres undefined),i,48.5,i,1.1
CC1CCCC(NC(=O)CSc2nncs2)C1C (centres undefined),i,32.1,i,1.4
O=C1CN(C(=O)COC(=O)COc2ccccc2)c2ccccc2N1,i,44.7,i,0.3
CN(C)S(=O)(=O)c1ccc(Cl)c(NC(=O)CN2C(=O)NC3(CCc4ccccc43)C2=O)c1 (centres undefined),i,34.5,i,1.5
CN(CC(=O)Nc1ccc(F)c(F)c1F)C(=O)/C=C/c1ccco1,i,23.6,i,0.8
CCN(C(=O)COn1nnc2ccc(S(=O)(=O)N(C)C)cc21)C1CCS(=O)(=O)C1 (centres undefined),i,9.2,i,0.5
O=C(CSc1nc2ccccc2c(=O)n1-c1ccccc1Cl)NC1CCS(=O)(=O)C1 (centres undefined),i,39.7,i,0.8
C[C@H](CO)N1C[C@H](C)[C@@H](CN(C)CC2CCCCC2)Oc2ccc(NC(=O)Cn3cnnn3)cc2C1=O,i,8.9,i,0.2
C[C@H](CO)N1C[C@H](C)[C@@H](CN(C)S(=O)(=O)c2ccccc2)Oc2c(NS(=O)(=O)c3ccc(F)cc3)cccc2C1=O,i,11.1,i,1.4
COc1cccc(NC(=O)CN(C)C(=O)CSCC(=O)Nc2ccc(C)cc2)c1,i,20.7,i,0.3
CC(=O)O[C@H]1CC[C@@]2(C)[C@@H](CC[C@H]3[C@@H]4CC[C@H](C(C)O)[C@@]4(C)CC(=O)[C@@H]32)C1 (some centres undefined),i,13.8,i,1.1
Cc1ccc2c(c1)C(=O)N1[C@H]3c4cc(Br)ccc4OC[C@@H]3[C@H](c3ccccc3)[C@]1(C)C(=O)N2,i,12.6,i,0.7
Cc1cc(C)c2sc(N(CCCN(C)C)C(=O)c3ccc(S(=O)(=O)N4CCCc5ccccc54)cc3)nc2c1,i,41.5,i,0.8
Cc1cccc(NC(=O)CSCC(=O)N2CCN(Cc3ccc4c(c3)OCO4)CC2)c1,i,45.8,i,0.5
CCCCn1c(N)c(N(CC(C)C)C(=O)C2=COCCO2)c(=O)[nH]c1=O,i,8.3,i,0.7
O=C(NCCN1CCN(c2ccccc2)CC1)Nc1ccccc1Cl,i,25.5,i,0.1
N#CC1(NC(=O)COC(=O)c2ncc(Cl)c(Cl)c2Cl)CCCCC1,i,30.6,i,0.7
O=C(c1cccc(S(=O)(=O)N2CCCCC2)c1)N(CCc1ccccc1)Cc1ccccc1,i,55.0,i,0.4
CC(=O)N1CCN(S(=O)(=O)c2cccc(C(=O)OCc3cccc(F)c3)c2)CC1,i,68.2,i,0.4
O=[N+]([O-])c1ccc(Nc2nc(N3CCOCC3)nc(N3CCOCC3)n2)cc1,i,11.5,i,0.0
Oc1cccc2c3c(oc12)CCCC3,i,38.1,i,0.7
Cc1sc2ncnc(N3CCC(C(=O)Nc4ccc(F)cc4Cl)CC3)c2c1C,i,39.0,i,0.5
O=C(COC(=O)CNC(=O)c1ccccc1)Nc1ccc(Cl)cn1,i,14.8,i,0.9
CC(C)(C)N(Cc1ccccc1)C(=O)COc1cccnc1[N+](=O)[O-],i,62.1,i,0.7
CN(CC(=O)Nc1ccc(Cl)c(C(F)(F)F)c1)C(=O)COC(=O)C1CC2CCCC(C1)C2=O (centres undefined),i,50.2,i,0.9
CN(C(=O)COC(=O)c1ccccc1OCc1ccc(F)cc1)C1CCS(=O)(=O)C1 (centres undefined),i,45.8,i,0.5
c1ccc(-c2cnnc3ccccc23)cc1,i,35.0,i,0.5
COc1ccccc1CNC(=O)[C@H](CCSC)NC(=O)[C@@H]1Cc2ccccc2CN1,i,23.9,i,0.9
CC(=O)C1=NOC2C(=O)N(c3ccc(Cl)cc3)C(=O)C12 (centres undefined),i,52.5,i,0.3
COc1cc(C(=O)NCC(c2ccc(F)cc2)N2CCOCC2)ccc1OCc1ccccc1Cl (centres undefined),i,46.5,i,0.4
COc1ccc(CNC(=O)COC(=O)c2cccn2C)cc1,i,43.5,i,1.3
COc1ccc(C2(c3ccc(OC)cc3)NC(=O)N(CC(=O)NC3CCS(=O)(=O)C3)C2=O)cc1 (centres undefined),i,44.7,i,0.3
CCN(CC(=O)Nc1ccccc1C(F)(F)F)C(=O)Cc1ccc2c(c1)CCC2,i,52.6,i,0.2
CN(CC(=O)Nc1cccc(F)c1)C(=O)c1cc(-c2ccccc2)nc2ccccc12,i,5.3,i,0.6
CCCCNC(=O)[C@]1(C)CCC[C@@]2(C)C3CC[C@@]4(C)C[C@]3(CCC21)CC4=O (some centres undefined),i,12.8,i,0.3
CC1CCCC(NC(=O)/C=C/c2c(F)cccc2Cl)C1C (centres undefined),i,57.4,i,0.8
Cc1cccc(C(=O)OCC(=O)c2c(N)n(CC(C)C)c(=O)n(C)c2=O)c1O,i,17.5,i,0.7
COc1cccc(C(=O)NCC2CCCN2S(=O)(=O)c2ccccc2)c1 (centres undefined),i,27.6,i,0.7
Cc1cc(C(=O)NNC(=O)c2cccs2)c(C)o1,i,21.1,i,0.4
COc1cc(CCC(=O)OCC(=O)N2CC(=O)Nc3ccccc32)cc(OC)c1OC,i,50.4,i,0.7
CC[C@@]1(C(=O)OC)N[C@H](CN(C)C(=O)Nc2ccccc2)[C@@H]2C(=O)N(Cc3ccccc3)C(=O)[C@@H]21,i,14.8,i,3.8
O=C(NCc1ccc2c(c1)OCO2)c1cc(-c2ccccc2)nn1CC1CC(c2cccnc2)=NO1 (centres undefined),i,54.7,i,1.2
COCCNC(=S)N1CCN(c2nc(-c3ccc(Cl)cc3)cs2)CC1,i,46.3,i,0.5
CCOc1ccc(NC(=O)CN(C)C(=O)CN2C(=O)C3CCCCC3C2=O)cc1OCC (centres undefined),i,19.5,i,0.5

(continued)
SMILES,T cell HTS,T cell HTS vesicle-bound %,Myeloid diff MLP,Myeloid diff MLP GFP+ MAC1+ %
COc1ccccc1NS(=O)(=O)c1ccc(C(=O)N2CCN(c3ccccn3)CC2)cc1,i,51.4,i,0.5
COc1ccc2c(c1)c(C(C)=O)c(C)n2CCc1ccccc1,i,33.5,i,1.1
COc1ccc2c(c1)CCCC21NC(=O)N(CC(=O)N2CC(C)OC(C)C2)C1=O (centres undefined),i,42.7,i,0.3
CN1C(=O)N(CC(=O)NCc2ccc(Cl)cc2Cl)C(=O)C12CCCCC2,i,40.9,i,0.3
CC(C)(C)C(=O)Cn1ncc(N2CCOCC2)c(Cl)c1=O,i,4.3,i,0.3
CCOc1cc(C(=O)NCc2ccc(F)cc2)ccc1OCC(=O)N1CCCCC1,i,7.4,i,0.2
CCn1ncc(C(=O)Nc2ccc([N+](=O)[O-])cc2OC)c1C,i,42.7,i,0.4
Cc1ccccc1N=C(N)Nc1ccccc1C,i,42.2,i,0.3

Record cards (already shown):
Shown for `Cc1ccccc1N=C(N)Nc1ccccc1C` → T cell HTS: i; T cell HTS vesicle-bound %: 42.2; Myeloid diff MLP: i; Myeloid diff MLP GFP+ MAC1+ %: 0.3
Shown for `CCn1ncc(C(=O)Nc2ccc([N+](=O)[O-])cc2OC)c1C` → T cell HTS: i; T cell HTS vesicle-bound %: 42.7; Myeloid diff MLP: i; Myeloid diff MLP GFP+ MAC1+ %: 0.4

(next part)
SMILES,T cell HTS,T cell HTS vesicle-bound %,Myeloid diff MLP,Myeloid diff MLP GFP+ MAC1+ %
O=C(Nc1ccc(S(=O)(=O)NC2=NCCCCC2)cc1)c1cccc(S(=O)(=O)N2CCOCC2)c1,i,39.0,i,0.7
Cc1ccc(Cl)cc1N1CCN(C(=O)CNC(=O)c2ccc(Br)o2)CC1,i,31.1,i,0.2
Cc1ccc(NC(=O)CNC(=O)CC23CC4CC(CC(C4)C2)C3)c(O)c1,i,5.9,i,1.0
COC(=O)C1CCN(C(=O)CSc2nnc(-c3ccccc3)o2)CC1,i,18.9,i,1.0
O=C1CCc2cc(S(=O)(=O)Nc3cccc(F)c3)cc3c2N1CC3,i,23.0,i,0.8
COc1cc(C(=O)OCC(=O)NCC2CCCCC2)ccc1OCC(C)C,i,53.4,i,0.5
Cc1cc(C(=O)CS(=O)(=O)c2ccccc2)cc(C)c1O,i,43.7,i,1.3
O=C(O)C[C@H]1c2cc(F)ccc2S(=O)(=O)N1Cc1ccccc1,i,27.0,i,1.1
COc1ccc(S(=O)(=O)N2CCN(C(=O)c3cc(C4CC4)nn3-c3ccccc3)CC2)cc1OC,i,47.5,i,0.6
CC(C)[C@H](NC(=O)c1ccccc1F)C(=O)NC1CCCCCCC1,i,43.1,i,0.3
COCCNC(=O)CN1C(=O)/C(=C/c2ccccc2)Oc2ccc(C(C)(C)C)cc21,i,56.7,i,0.9
Cc1cccn2c(=O)nc(SCC(=O)NC3CCCCC3)nc12,i,62.0,i,0.9

Screening data: PubChem BioAssay, NMMLSC

Some of the compounds tested, so the mix of outcomes need not match the whole.
